# AddAB inh: growth inhibition of E. coli expressing H. pylori AddAB, primary screen, AddAB inhibitor project, absorbance. inhibition, % at 11.9 µM. 330,000 tested, 0.29% active; in the data active means inhibition above about 12%;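 further: 0% = vehicle wells of infected cells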
# E coli growth: E. coli V3065 growth inhibition, primary screen, counter-screen for AddAB inhibitor project, absorbance, OD600. 18 h. inhibition, % at 11.9 µM. 330,000 tested, 0.27% active;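 active means inhibition above the campaign's mean inhibition across all tested compounds plus 3 SD, cut at about 9.9% in these data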;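 further: uninfected addAB+ strain grown without phage in ampicillin broth; 0% = DMSO wells and 100% = ciprofloxacin 0.95 µg/ml wells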
# phage Ecoli inh: growth loss of phage-infected E. coli, primary screen, RecBCD inhibitor project, absorbance, with phage, HTS; 360,000 tested, 0.26% active; AID 651602, 2012; inhibition, % at 11.9 µM; in the data active means inhibition above about 11%
# CAL PDZ FP: CAL PDZ peptide-binding inhibitors, primary screen, biochemical, fluorescence polarization, Cer-tagged CAL PDZ, HTS | Golgi-associated PDZ and coiled-coil motif-containing protein (Homo sapiens), Q9HD26 | purified CAL PDZ, TMR-peptide fluorescence polarization, 1 h | inhibition, % at 20 µM | 330,000 tested, 0.02% active;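 active means highest replicate inhibition of at least 40%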;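 further: plate controls were DMSO neutral control wells for no effect and unlabeled competitor peptide control wells for full effect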
#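 System: purified tagged CAL PDZ domain construct (CerCALP). Schedule: 1 h incubation at room temperature before polarization reading. Medium: 25 mM sodium phosphate pH 7.4, 150 mM NaCl, TCEP, IgG, Thesit. Read-out: percent inhibition from loss of millipolarization. Measured by: FP readout, S and P plane fluorescence. Probe or stimulus: fluorescent TMR peptide probe.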
# DAGLB inhibitor: DAGLB lipase inhibitors, primary screen, biochemical, fluorescence, HTS; Diacylglycerol lipase-beta (Homo sapiens), Q8NCG7; HEK293T DAGLB membrane lysate, EnzChek fluorogenic substrate; inhibition, % at 5.17 µM; 340,000 tested, 0.059% active; AID 504411, 2011; in the data active means inhibition above about 34%;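 further: 0% = enzyme with vehicle and 100% = wells lacking enzyme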
# Target sequence (Q8NCG7 whole entry, looked up): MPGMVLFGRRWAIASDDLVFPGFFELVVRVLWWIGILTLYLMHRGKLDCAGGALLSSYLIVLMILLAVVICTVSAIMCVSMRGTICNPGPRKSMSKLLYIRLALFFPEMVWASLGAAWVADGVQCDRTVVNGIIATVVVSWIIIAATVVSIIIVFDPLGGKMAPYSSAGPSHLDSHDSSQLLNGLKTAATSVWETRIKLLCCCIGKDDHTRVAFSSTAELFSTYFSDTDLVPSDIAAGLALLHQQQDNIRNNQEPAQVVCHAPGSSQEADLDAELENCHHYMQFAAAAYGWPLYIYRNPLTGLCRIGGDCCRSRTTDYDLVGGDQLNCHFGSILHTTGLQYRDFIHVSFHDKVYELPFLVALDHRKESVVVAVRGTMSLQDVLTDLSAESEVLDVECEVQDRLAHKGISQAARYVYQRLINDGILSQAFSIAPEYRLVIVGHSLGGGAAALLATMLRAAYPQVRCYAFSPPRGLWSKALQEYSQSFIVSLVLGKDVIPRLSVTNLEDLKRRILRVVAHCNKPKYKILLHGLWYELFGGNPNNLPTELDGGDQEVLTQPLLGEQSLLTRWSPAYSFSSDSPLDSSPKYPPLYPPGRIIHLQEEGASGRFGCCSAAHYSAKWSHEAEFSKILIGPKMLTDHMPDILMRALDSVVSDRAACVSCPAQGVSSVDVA
# Rtt109 Vps75: inhibitors of C. albicans Rtt109/Vps75 HAT, primary screen, biochemical, ThioGlo CoA-SH fluorescence, plate reader; Histone acetyltransferase RTT109 (Candida albicans (strain SC5314 / ATCC MYA-2876)), …; purified Rtt109/Vps75, 4 h; inhibition, % at 34.9 µM; 330,000 tested, 0.16% active; AID 540336, 2011;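 active means inhibition of at least 50% in every replicate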
# Target sequence (Q5AAJ8 whole entry, looked up): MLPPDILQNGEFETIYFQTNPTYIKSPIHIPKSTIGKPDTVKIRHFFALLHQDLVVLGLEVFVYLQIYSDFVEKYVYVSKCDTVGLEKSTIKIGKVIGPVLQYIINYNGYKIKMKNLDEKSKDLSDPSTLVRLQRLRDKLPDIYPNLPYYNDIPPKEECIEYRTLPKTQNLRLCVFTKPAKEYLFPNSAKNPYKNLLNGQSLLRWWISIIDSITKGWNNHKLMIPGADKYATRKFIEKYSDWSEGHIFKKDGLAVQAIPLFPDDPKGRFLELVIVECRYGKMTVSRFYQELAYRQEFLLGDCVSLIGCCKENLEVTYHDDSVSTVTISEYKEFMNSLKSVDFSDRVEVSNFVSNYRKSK
# PvdQ acylase: P. aeruginosa PvdQ acylase inhibitors, primary screen, biochemical, fluorescence, plate reader and imaging, single point | PvdQ acylase [Pseudomonas aeruginosa LESB58] | purified PvdQ acylase | inhibition, % at 10 µM | 340,000 tested, 0.063% active | AID 488965, 2010; in the data active means inhibition above about 30%, passing the limit was not always enough;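 further: 0% = vehicle neutral wells and 100% = reference inhibitor wells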
# Wnt act: Wnt/beta-catenin pathway activators, primary screen, cell-based, plate reader, single point; activation, % at 9.35 µM; 300,000 tested, 1.2% active; Wnt/beta-catenin reporter cell assay, activator; in the data active means activation above about 30%, passing the limit was not always enough;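 further: 0% = neutral control wells and 100% = positive control wells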
# PfHsp90 yeast 2: growth inhibition of PfHsp90-expressing yeast, primary screen, antimalarial PfHsp90 inhibitor project, S. cerevisiae, BacTiter-Glo luminescence, single point, set 2; inhibition, % at 9.4 µM; 310,000 tested, 0.32% active; AID 504621, 2011; BacTiter-Glo ATP, 48 h; yeast lacking PDR1 and PDR3 efflux regulators;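 active means every replicate shows inhibition above about 80%, whatever the replicate mean, limit read from the data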;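 further: 0% = DMSO neutral controls and 100% = 20 µM radicicol positive controls; yeast relying on Plasmodium falciparum Hsp90 in place of its own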
# Tat export inh: E. coli Tat export inhibitors, primary screen, MC4100, TorA-mCherry reporter, fluorescence, single point; inhibition, % at 10 µM; 340,000 tested, 0.036% active; AID 488895, 2010;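 active means mean replicate inhibition at least 50% and at least half of replicates individually reaching 50%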;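 further: exported cargo escapes ClpAP degradation while cytoplasmic cargo is degraded and loses fluorescence; 0% = median of neutral control wells and 100% = median of NaSCN control wells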
# Starred values were filed as active, the others as inactive; / = no result given.
# Each structure is followed by: AddAB inh	E coli growth	phage Ecoli inh	CAL PDZ FP	DAGLB inhibitor	Rtt109 Vps75	PvdQ acylase	Wnt act	PfHsp90 yeast 2	Tat export inh
> O=S(=O)(c1ccccc1)c1nc(-c2ccccc2)oc1NCc1cccnc1
 : -0.6	0.2	2.5	0.7	6	13	5	1	-2	-2
> Cc1cc(=O)n2c(-c3ccc(Cl)cc3)csc2n1
 : 2.6	-1.0	0.9	-1.0	-1	4	-13	0	12	-6
> NC1=NN(c2c(Cl)cc(Cl)cc2Cl)C(=O)C1
 : /	/	1.4	0.0	2	5	-14	4	-12	0
> O=C(NCc1cccnc1)C1CC(c2ccccc2O)=NO1 (stereo unspecified)
 : 3.2	2.0	4.4	/	0	2	8	5	0	-6
> CCCC(=O)NC(c1ccccc1Cl)c1ccc2cccnc2c1O (stereo unspecified)
 : 34*	35*	26*	-0.8	12	-1	-14	0	113*	2
> CC(=O)Nc1cccc(N)c1
 : 3.2	-0.2	3.0	-1.2	-1	-2	-14	2	-40	-6
> O=C(COC(=O)c1ccccn1)Nc1ccc2c(c1)OCO2
 : 3.2	-0.6	2.1	-22	-3	-3	4	-1	-35	3
> O=C(O)c1ccc(N2C(=O)CC(N3CCN(c4ccc(Cl)cc4)CC3)C2=O)cc1 (stereo unspecified)
 : -1.1	-1.3	4.6	-1.0	0	-2	-5	-2	2	2
> N#Cc1c(NC(=O)CCC(=O)O)sc2c1CCCC2
 : 1.6	1.9	2.5	-1.0	3	-3	5	/	-1	0
> Oc1cccc(Nc2nc(-c3ccccc3)nc3ccccc23)c1
 : -1.4	-1.4	1.5	-1.3	-2	2	-5	-3	-9	-11
> Cc1cc(N2CCN(S(=O)(=O)c3ccc4ccccc4c3)CC2)n2ncnc2n1
 : 0.4	-2.4	4.4	1.0	1	10	12	-1	-23	2
> Cc1nc2ccc([N+](=O)[O-])cc2c(=O)n1Cc1cccc(Br)c1
 : 2.6	0.4	2.0	-1.1	-3	1	-16	0	-26	3
> COc1ccc(N2CCN(C(=O)CCC(=O)NNc3nc4ccccc4c4nc(C)nn34)CC2)cc1
 : -0.2	-0.3	-1.0	-1.3	2	15	-1	-2	15	2
> CCOC(=O)N1CCN(C(=O)Cn2nc(-c3ccc(Cl)cc3)ccc2=O)CC1
 : -1.3	-2.7	2.1	0.1	-5	6	-7	-3	7	1
> CCC1CCc2c(sc(NC(=O)c3ccoc3C)c2C(N)=O)C1 (stereo unspecified)
 : -0.5	-0.4	1.8	0.3	-2	4	4	/	-15	-4

# Ordered by length of the SMILES (low to high): 8 of the compounds above
# Each structure is followed by: AddAB inh	E coli growth	phage Ecoli inh	CAL PDZ FP	DAGLB inhibitor	Rtt109 Vps75	PvdQ acylase	Wnt act	PfHsp90 yeast 2	Tat export inh
> CC(=O)Nc1cccc(N)c1
 : 3.2	-0.2	3.0	-1.2	-1	-2	-14	2	-40	-6
> NC1=NN(c2c(Cl)cc(Cl)cc2Cl)C(=O)C1
 : /	/	1.4	0.0	2	5	-14	4	-12	0
> CCCC(=O)NC(c1ccccc1Cl)c1ccc2cccnc2c1O (stereo unspecified)
 : 34*	35*	26*	-0.8	12	-1	-14	0	113*	2
> O=S(=O)(c1ccccc1)c1nc(-c2ccccc2)oc1NCc1cccnc1
 : -0.6	0.2	2.5	0.7	6	13	5	1	-2	-2
> Cc1nc2ccc([N+](=O)[O-])cc2c(=O)n1Cc1cccc(Br)c1
 : 2.6	0.4	2.0	-1.1	-3	1	-16	0	-26	3
> Cc1cc(N2CCN(S(=O)(=O)c3ccc4ccccc4c3)CC2)n2ncnc2n1
 : 0.4	-2.4	4.4	1.0	1	10	12	-1	-23	2
> O=C(O)c1ccc(N2C(=O)CC(N3CCN(c4ccc(Cl)cc4)CC3)C2=O)cc1 (stereo unspecified)
 : -1.1	-1.3	4.6	-1.0	0	-2	-5	-2	2	2
> COc1ccc(N2CCN(C(=O)CCC(=O)NNc3nc4ccccc4c4nc(C)nn34)CC2)cc1
 : -0.2	-0.3	-1.0	-1.3	2	15	-1	-2	15	2

# (continued)
# Each structure is followed by: AddAB inh	E coli growth	phage Ecoli inh	CAL PDZ FP	DAGLB inhibitor	Rtt109 Vps75	PvdQ acylase	Wnt act	PfHsp90 yeast 2	Tat export inh
> Cc1ccc(NC(=S)N2CCC(c3nc4ccccc4s3)CC2)cc1
 : 1.1	0.4	2.6	-3.5	-3	2	-7	0	-11	10
> Cc1c(NC(=O)Cc2ccccc2)cccc1C(=O)NN1C(=O)c2ccccc2C1=O
 : 3.0	-0.8	3.4	-1.6	-1	4	10	8	-6	4
> CSc1nnc2c(n1)OC=Nc1ccc(Br)cc1-2
 : 0.6	-2.1	3.2	-1.6	3	20	3	3	0	-4
> CS(=O)(=O)c1ccc(C(=O)Nc2ccc(S(=O)(=O)N3CCCCC3)cc2)cc1
 : 1.8	2.0	2.9	-0.3	1	/	-20	-3	-45	14
> CC1CCCN(C(=O)CSc2nnc(-c3cccs3)o2)C1 (stereo unspecified)
 : 1.0	0.8	-0.6	-3.9	-2	5	-2	13	-6	-3
> NC(N)=Nc1ccc(N=C(N)N)cc1
 : /	/	4.0	0.7	2	6	-13	0	4	13
> O=C1CCN(CCc2ccccc2)CCN1[C@H](CO)Cc1ccccc1
 : -0.2	2.3	3.2	-0.8	0	6	10	0	9	16
> O=C(c1ccc(COc2ccc(Cl)cc2)o1)N1CCN(Cc2ccc3c(c2)OCO3)CC1
 : 0.7	-0.6	-1.3	-0.9	-10	1	-9	/	-7	19
> CCOc1ccc(CCNC(=O)CCc2nc(-c3ccc(OC)cc3)no2)cc1OCC
 : 2.5	-0.7	1.6	-1.0	-5	8	-8	0	5	8
> CC(C)CC1CCCC12NC(=O)NC2=O (stereo unspecified)
 : /	/	1.2	-1.0	1	-2	-4	0	/	7
> CC1(C)Cc2nc(NCCN3CCOCC3)c(C#N)cc2CO1
 : 2.1	0.3	0.1	-0.5	1	-13	-1	-3	7	0
> CC(=O)Nc1cccc(C(=O)OCC(=O)c2ccc(S(=O)(=O)N3CCCCC3)cc2)c1
 : -0.5	0.9	1.8	-1.0	-4	-2	-8	-6	3	-7
> Cc1cccc(-c2cc3nc4c(c(N5CCOCC5)n3n2)CCCC4)c1
 : -2.0	1.2	-0.8	-2.7	1	21	3	7	20	-2
> CCNC(=O)C1CN(S(=O)(=O)c2ccccc2)CCN1S(=O)(=O)c1ccccc1 (stereo unspecified)
 : 0.8	-0.9	3.9	-0.9	1	-6	-5	-2	/	16
> CC(C)=CCN1CCN(Cc2ccc(C#CC(C)(C)O)s2)CC1CCO (stereo unspecified)
 : 0.4	-3.2	3.7	-2.0	-3	4	-13	/	11	2

# Continued:
# Each structure is followed by: AddAB inh	E coli growth	phage Ecoli inh	CAL PDZ FP	DAGLB inhibitor	Rtt109 Vps75	PvdQ acylase	Wnt act	PfHsp90 yeast 2	Tat export inh
> Cc1cccc(C(=O)OCC(=O)NCc2ccc3c(c2)OCO3)c1C
 : 2.7	-0.1	7.2	-1.3	-4	4	-2	-4	11	-1
> CC(=O)C1=C(C)NC(SCC(=O)c2ccccc2)=C(C#N)C1CC(C)C (stereo unspecified)
 : 0.0	-0.2	-0.3	-0.5	-9	-2	-16	/	13	3
> O=C(N/C(=C\c1ccco1)C(=O)N1CCCC(CO)C1)c1ccccc1 (stereo unspecified)
 : 2.0	1.1	0.7	-1.1	1	-5	-4	8	-20	3
> O=C(O)c1ccccc1C(=O)N1CCc2c([nH]c3ccccc23)C1C(F)(F)F (stereo unspecified)
 : 4.7	1.7	4.0	/	/	/	/	18	/	/
> O=C(Nc1ccncc1)c1ccc(F)cc1
 : 2.9	-0.2	2.1	-1.2	-3	-3	-1	-2	2	-7
> CC(NC(=O)Nc1ccc(F)cc1F)c1ccncc1 (stereo unspecified)
 : -1.3	0.1	-0.4	-0.4	2	6	-7	/	-4	-11
> Cc1ccc(CNC(=O)c2oc3ccc(S(=O)(=O)N4CCC5(CC4)OCCO5)cc3c2C)cc1
 : 0.9	0.2	0.3	-0.4	-8	-2	-3	-6	/	12
> CN1CCN(c2nc3c(c(=O)[nH]c(=O)n3C)n2CCSc2nnnn2-c2ccccc2)CC1
 : -0.9	-3.4	2.2	0.6	-2	-2	-2	1	-19	0
> COc1cccc(/C=N/n2nnnc2N)c1OCc1ccccc1Cl
 : 0.0	-1.4	2.2	-2.7	-1	0	-15	/	-28	3
> CCN(C[C@H]1N[C@@](C)(C(=O)OC)[C@H]2C(=O)N(C)C(=O)[C@@H]12)C(=O)C1CCCCC1
 : -1.9	-0.9	3.4	-8.6	2	-8	-12	-1	13	-2
> Cc1cccc(NC(=O)COC(=O)c2nn(C)c(=O)c3ccccc23)c1C
 : 1.9	0.9	0.5	2.9	-2	0	-8	3	19	-6
> Oc1ccc2ccccc2c1C=NNc1ccccn1
 : /	/	2.7	-0.3	1	-1	-2	-23	-18	-9
> CC(C#N)Sc1ccc(S(=O)(=O)N(C)C2CCCCC2)cn1 (stereo unspecified)
 : 2.4	-1.4	1.0	-1.8	-3	-3	-5	-1	29	-13
> CCOc1ccc(C2CC(c3ccccc3C)n3nc(N)nc3N2)cc1 (stereo unspecified)
 : 6.1	0.5	0.0	-1.2	3	2	-5	-2	/	1
> COc1ccc(/C=C/c2nc(-c3ccccc3O)n[nH]2)cc1
 : 6.1	3.6	0.3	-2.1	-3	3	-12	38*	4	2

# (listing goes on)
# Each structure is followed by: AddAB inh	E coli growth	phage Ecoli inh	CAL PDZ FP	DAGLB inhibitor	Rtt109 Vps75	PvdQ acylase	Wnt act	PfHsp90 yeast 2	Tat export inh
> CCOc1ccc(N(CC(=O)Nc2ccccc2C(=O)NC(C)CC)S(C)(=O)=O)cc1 (stereo unspecified)
 : -2.3	-2.0	1.8	-0.1	-1	-9	3	-1	-11	-6
> Cc1cccc(C(=O)c2c[nH]cc2-c2ccccc2)c1
 : 1.2	-3.4	2.6	-1.1	-2	-5	-15	/	19	-4
> COc1ccc(C(CNC(=O)c2ccc(C)c(S(=O)(=O)Nc3ccccc3OC)c2)N2CCCC2)cc1 (stereo unspecified)
 : -0.1	0.0	-1.0	-2.2	-1	8	-10	4	-7	0
> CCc1nc2ccccc2c(C(=O)OCC(=O)Nc2ccc(S(=O)(=O)N3CCOCC3)cc2)c1C
 : 2.0	0.8	-1.2	0.4	0	11	-13	/	-12	9
> CCS(=O)(=O)NCCc1cc2cc(C)c(C)cc2[nH]c1=O
 : /	/	3.0	-1.4	-5	-5	9	/	-24	13
> CSc1nnc(C2CCN(CC(=O)Nc3ccccc3N3CCOCC3)CC2)n1C
 : 2.8	-1.6	0.9	0.4	-1	-8	-12	-2	-9	-1
> COc1ccc(CCNc2nc3ccc(C)cc3n3cnnc23)cc1OC
 : 1.9	0.8	0.4	-2.1	-7	15	2	3	-9	5
> CCn1cnc2cc(NCc3ccncc3)ccc21
 : 4.1	-2.3	1.4	-1.1	0	9	-9	1	-6	7
> COCCNc1nc(C)cc(-c2cc(C(=O)NCc3ccccc3)on2)n1
 : 2.3	-2.2	2.7	-1.7	-2	-7	-1	-1	-10	3

# Screening data from PubChem.
